From PubChem
V-ATPase pH: regulators of yeast V-ATPase proton pumping, primary screen, pHLuorin cytosolic pH fluorescence; S. cerevisiae; response, % at 10 µM; hit rate 0.37% among 350,000; AID 504577, 2011; in the data active = response mostly above about 7.3%, no sharp cut-off; inactive = mostly below about 5.4%; note: actives read high; inactives centre near 0; some compounds called inactive have numbers as strong as hits
cardiac RTF act: cardiac RTF calcium sensitivity activators, primary screen, biochemical, IANBD-TnC fluorescence, EC20 calcium; IANBD-labeled TnC RTF fluorescence at EC20 calcium; 0% EC20 calcium, 100% full calcium; hit rate 0.24% among 340,000; activation, % at 7.2 µM;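 active = activation above the mean over all tested compounds plus 3 SD, cut at about 30% in these data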;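 note: rise in fluorescence read as greater calcium sensitivity of cardiac thin filaments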
CAL PDZ FP-1: untagged CAL PDZ binding inhibitors, primary screen, biochemical, fluorescence polarization, HTS. inhibition, % at 24.9 µM. AID 602252, 2012. hit rate 0.92% among 300,000. Golgi-associated PDZ and coiled-coil motif-containing protein (Homo sapiens), Q9HD26. purified CAL PDZ, TMR-peptide fluorescence polarization, 1 h;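 active = mean inhibition of at least 30% with at least half of replicates also reaching 30%; inconclusive = no clear call, values can overlap the other calls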;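 note: 0% = DMSO neutral control and 100% = excess unlabeled competitor peptide PRC23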
CAL PDZ FP-2: CAL PDZ peptide-binding inhibitors, primary screen, biochemical, fluorescence polarization, Cer-tagged CAL PDZ, HTS; Golgi-associated PDZ and coiled-coil motif-containing protein (Homo sapiens), Q9HD26; purified CAL PDZ, TMR-peptide fluorescence polarization, 1 h; inhibition, % at 20 µM; hit rate 0.02% among 330,000; AID 504414, 2011;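 active = highest replicate inhibition of at least 40%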;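 note: plate controls were DMSO neutral control wells for no effect and unlabeled competitor peptide control wells for full effect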
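Material – purified CerCALP PDZ construct · Detection – FP readout, S and P plane fluorescence · Measure – percent inhibition from loss of millipolarization · Controls – unlabelled peptide for full inhibition, DMSO wells as neutral · Probe or stimulus – TMR-labelled reporter peptide T*-PRC34 bound in PDZ groove · Times – 1 h at RT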
Tat export inh: E. coli Tat export inhibitors, primary screen, MC4100, TorA-mCherry reporter, fluorescence, single point; inhibition, % at 10 µM; hit rate 0.036% among 340,000; AID 488895, 2010;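 active = mean replicate inhibition at least 50% and at least half of replicates individually reaching 50%; inconclusive = only one of the two criteria met; inactive = neither criterion met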;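 note: exported cargo escapes ClpAP degradation while cytoplasmic cargo is degraded and loses fluorescence; 0% = median of neutral control wells and 100% = median of NaSCN control wells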
MITF act: activators of MITF-driven TRPM1 promoter reporter, primary screen, cell-based, SK-MEL-5, luciferase, single point; SK-MEL-5 TRPM1-promoter luciferase, 24 h; % of positive control, neutral wells = 0; activation, % at 12.5 µM; hit rate 0.75% among 300,000; AID 588334, 2011;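 active = mean activation of at least 80% with every replicate also reaching 80%; inconclusive = mean reaches 80% but some replicate falls short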;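 note: 0% = neutral control wells and 100% = parthenolide positive control wells; values of inactives mirror those of a sister screen read the other way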
CDK5 p35 inh: inhibitors of human CDK5/p35 kinase, primary screen, biochemical, single concentration; Cyclin-dependent kinase 5 (Homo sapiens) + Cyclin-dependent kinase 5 activator 1 (Homo …; Recombinant CDK5/p35, ADP-Glo luminescence, 60 min; inhibition, % at 10 µM; hit rate 0.01% among 330,000; AID 488839, 2010;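 active = highest replicate inhibition of at least 50% and at least 75% of replicates reaching 50%; inconclusive = only one of the two criteria met; inactive = both criteria failed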;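 note: plate controls were DMSO neutral control for no effect and GW8510 at 10 µM for full effect; many of its hits are not listed in these tables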
Target sequence (Q00535 whole entry, looked up): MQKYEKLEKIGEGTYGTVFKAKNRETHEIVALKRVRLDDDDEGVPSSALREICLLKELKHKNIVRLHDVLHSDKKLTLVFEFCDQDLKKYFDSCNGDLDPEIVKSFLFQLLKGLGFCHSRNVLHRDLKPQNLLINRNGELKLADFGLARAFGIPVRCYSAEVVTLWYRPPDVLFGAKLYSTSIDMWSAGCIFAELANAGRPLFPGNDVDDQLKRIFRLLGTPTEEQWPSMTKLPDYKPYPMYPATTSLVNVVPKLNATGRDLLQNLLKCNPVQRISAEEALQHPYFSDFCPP
Target sequence (Q15078 whole entry, looked up): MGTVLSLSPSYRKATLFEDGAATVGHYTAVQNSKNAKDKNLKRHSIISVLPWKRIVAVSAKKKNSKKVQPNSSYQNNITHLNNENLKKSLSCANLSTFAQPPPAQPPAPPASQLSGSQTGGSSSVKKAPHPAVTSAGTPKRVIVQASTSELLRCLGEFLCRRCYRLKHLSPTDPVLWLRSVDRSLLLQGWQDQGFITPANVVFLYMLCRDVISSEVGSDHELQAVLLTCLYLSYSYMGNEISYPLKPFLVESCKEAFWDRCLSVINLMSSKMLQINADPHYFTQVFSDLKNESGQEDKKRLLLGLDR
Rtt109 Vps75: inhibitors of C. albicans Rtt109/Vps75 HAT, primary screen, biochemical, ThioGlo CoA-SH fluorescence, plate reader | Histone acetyltransferase RTT109 (Candida albicans (strain SC5314 / ATCC MYA-2876)), … | purified Rtt109/Vps75, 4 h | inhibition, % at 34.9 µM | hit rate 0.16% among 330,000;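 active = inhibition of at least 50% in every replicate; inconclusive = best replicate reaches 50% inhibition but some replicates fall short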
Target sequence (Q5AAJ8 whole entry, looked up): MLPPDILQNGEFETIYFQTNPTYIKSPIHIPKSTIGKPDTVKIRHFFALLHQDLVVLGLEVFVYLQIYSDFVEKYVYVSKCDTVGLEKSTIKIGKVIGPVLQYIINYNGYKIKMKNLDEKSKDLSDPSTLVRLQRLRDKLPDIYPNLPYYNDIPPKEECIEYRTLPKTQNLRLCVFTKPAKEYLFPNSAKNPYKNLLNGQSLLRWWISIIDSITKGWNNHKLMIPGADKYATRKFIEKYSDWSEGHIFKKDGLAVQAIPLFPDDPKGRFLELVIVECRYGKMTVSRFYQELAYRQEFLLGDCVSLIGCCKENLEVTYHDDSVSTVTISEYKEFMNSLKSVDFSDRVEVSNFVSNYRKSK
dFosB activator: activators of delta FosB homodimer, primary screen, biochemical, fluorescence polarization, TAMRA-CDK5 oligo, single point; Protein FosB (Mus musculus), P13346; purified delta FosB; percent of positive-control signal above neutral wells; activation, % at 25 µM; hit rate 0.99% among 340,000;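 active = mean activation above about 17%, with every replicate also reaching it, limit read from the data, passing the limit was not always enough; inconclusive = only one of the two conditions met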;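 note: fluorescence polarization rise as delta FosB binds a TAMRA Cdk5 AP-1 oligo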
Wnt act: Wnt/beta-catenin pathway activators, primary screen, cell-based, plate reader, single point; hit rate 1.2% among 300,000; activation, % at 9.35 µM; Wnt/beta-catenin reporter cell assay, activator; AID 743398, 2014; in the data active = activation above about 30%, passing the limit was not always enough; inconclusive = no clear call, values can overlap the other calls;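 note: 0% = neutral control wells and 100% = positive control wells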
* marks the source's active call; other numbers are inactive results; u = inconclusive; x = not tested or not shown. Random draw from the library; overall some 4.1% were active at least once.

SMILES	V-ATPase pH	cardiac RTF act	CAL PDZ FP-1	CAL PDZ FP-2	Tat export inh	MITF act	CDK5 p35 inh	Rtt109 Vps75	dFosB activator	Wnt act
CC(=O)N1CCc2cc(S(=O)(=O)NC(CC(C)C)C(=O)Nc3cc(C)ccn3)ccc21 (stereo unspecified)	1	1	3	x	4	5	-0.7	1	0	x
Cc1nnc(NC(=O)c2cc(-c3ccncc3)nc3c(C)cccc23)s1	-4	-3	-1	-1.9	-2	-1	0.1	-4	-26	0
O=C(CN1CCCc2ccccc21)Nc1ccc(F)cc1[N+](=O)[O-]	5	0	-1	-7.2	-5	-10	3.1	-6	3	-2
CCOc1cc(C(=O)NC(CC(=O)O)c2ccc(OC3CCCC3)cc2)cc(OCC)c1OCC (stereo unspecified)	-1	-3	1	-0.2	0	-11	-0.9	-3	-10	1
COc1ccccc1C(=O)Nn1cnnc1	3	3	8	0.4	-3	-18	0.5	-5	-12	1
CCCc1c(C)nc2c(OC)cccc2c1SCC(=O)O	0	1	-5	-0.7	4	0	-2.2	-1	3	-1
c1ccc2cc(-c3csnn3)ccc2c1	-3	0	-7	-0.1	1	x	-0.1	5	-2	1
Cn1nccc1C(=O)N1CCCC(C(=O)c2ccc(C(F)(F)F)cc2)C1 (stereo unspecified)	-4	0	-2	-2.3	-8	-9	-0.2	13	-3	-1
CC(SCc1ccccc1)C(=O)NCc1ccccn1 (stereo unspecified)	2	-3	-4	0.3	-4	2	0.1	-11	6	0
CCOc1cc(CN2CCN(C(=O)CC(C)C)CC2)ccc1OC	6	-2	-3	-0.5	-9	0	-1.1	-3	0	-2
COc1ccc(Nc2nc3c(C)cccc3cc2C#N)cc1	1	2	-1	0.8	-1	2	0.7	8	3	0
O=C(O)c1cc2c(s1)-c1ccccc1CC2	3	-4	-9	-3.3	-3	1	1.4	40	-1	-1
CCCC(=O)Nc1ccc2c(c1)nc(CN1CCCC1)n2C	5	-4	-1	x	-4	-8	-0.9	-2	-2	-2
c1ccc(-c2nnc3sc(CN4CCC5(CC4)OCCO5)cn23)cc1	4	1	x	-0.8	-7	4	-1.2	-18	6	1
COc1ccc(-c2ccc(=O)n(Cc3ccccc3)n2)cc1	1	-7	-8	-0.5	13	x	1.7	2	3	15
CC(=O)Nc1ccccc1Sc1ccc2c3c(cccc13)C(=O)N(c1ccc(C)cc1)C2=O	2	4	-2	1.4	-9	-64	-5.5	7	3	0
N#CC1=C(N)OC2=C(CCc3ccccc32)C1c1ccccc1Cl (stereo unspecified)	-1	-19	-2	-0.4	-2	-17	0.1	-4	-4	-4
O=[N+]([O-])c1ccccc1N/N=C/c1cc2ccccc2nc1Cl	1	-2	1	0.1	-6	29	0.8	-7	1	x
C/C=C/C(=O)OCC(=O)Nc1cc([N+](=O)[O-])ccc1Cl	0	1	0	-0.4	-18	4	0.6	-6	1	x
O=C(c1ccccc1)c1ccc(N2CCOCC2)c(NC(=O)c2ccco2)c1	-4	3	-7	-2.7	19	x	-5.5	-5	-13	-5
O=C(COC(=O)c1ccc[nH]c1=O)c1ccc(Cl)s1	-1	3	-2	-0.2	-3	x	1.5	-8	2	x
O=C(Nc1cc(SCCO)cc([N+](=O)[O-])c1)c1ccc(Br)o1	0	-7	-3	-0.2	3	6	-0.2	-18	-1	-6
COc1ccc(NC(=O)c2onc(C)c2Cl)cc1OC	1	12	x	0.1	22	16	-4.3	1	-1	4
CS(=O)(=O)N1CCN(c2ccccc2NC(=O)c2ccco2)CC1	2	1	-1	-2.2	-6	6	1.8	-6	0	2
CCN1C(=O)/C(=C/N(C)c2ccccc2)OC1=S	-2	1	-2	-2.0	0	46	-1.0	19	0	6

(list continues)
SMILES	V-ATPase pH	cardiac RTF act	CAL PDZ FP-1	CAL PDZ FP-2	Tat export inh	MITF act	CDK5 p35 inh	Rtt109 Vps75	dFosB activator	Wnt act
COC(=O)Nc1nnc(-c2ccncc2)s1	-4	-5	-3	0.5	5	-3	0.8	-1	-4	x
Cc1ccc(NC2CCCN(C(=O)CSc3ccncc3)C2)cc1C (stereo unspecified)	0	5	-3	-1.8	5	3	-3.5	10	0	2
COc1ccc(N2CC(C(=O)N3CCN(c4ccccc4)CC3)CC2=O)cc1 (stereo unspecified)	1	-1	-2	0.5	-1	-9	0.7	-9	-1	-2
Cc1cc(C(=O)CSc2nnc(-c3ccc4c(c3)OCO4)o2)c(C)n1-c1ccc(F)cc1	1	2	2	-0.4	u	-3	2.7	-1	0	0
CC(=O)c1ccc(NC(=O)CCNC(=O)c2ccccc2Cl)cc1	7	-1	5	-2.0	-9	-10	-0.8	-19	-5	0
O=C(OCC(=O)N1CCc2ccccc2C1)c1ccc(Cl)c([N+](=O)[O-])c1	1	-4	0	0.8	-6	-9	-1.1	6	-1	2
Cc1cc(NC(=O)c2ccc([N+](=O)[O-])cc2Cl)ccc1NC(=O)c1ccco1	-2	-3	5	-0.4	17	12	0.3	-5	-3	-3
Cc1noc(C)c1CNCc1ccccc1	-2	1	-1	-1.1	-1	-2	-1.2	2	-1	0
CCOc1nc(-c2ccccc2)c2cc(C)ccc2n1	3	-6	-3	-2.7	1	-12	-0.8	-7	-11	-1
CCCCOc1ccc(C(=O)Nc2cccc(-n3cnnn3)c2)cc1OC	-1	-1	-1	-1.9	-2	1	1.7	3	-2	0
C[C@H](CO)N1C[C@H](C)[C@@H](CN(C)C(=O)NC2CCCCC2)Oc2c(NS(=O)(=O)c3cccs3)cccc2C1=O	-3	-1	-5	-2.3	-2	-2	0.4	-1	-11	-1
COc1ccc(S(=O)(=O)/N=C2/NC(=O)/C(=C\c3ccco3)S2)cc1	-2	-1	-5	-2.9	-3	-4	-1.0	20	-3	x
Cc1nn(C(=O)c2cc3sccc3[nH]2)c(C)c1C	0	-1	4	0.1	-1	45	-0.7	-26	2	2
CC1=NN(C(N)=S)C(=O)C1N=Nc1ccccc1C (stereo unspecified)	-1	7	-5	-1.5	4	6	-1.1	-5	-8	x
O=C(Nc1cccc(-c2cn3ccccc3n2)c1)c1cccc(Cl)c1	6	-4	-3	-1.6	1	-12	0.9	-24	6	x
CN(C)S(=O)(=O)c1ccc(NC(=O)COc2cccc3c2OC(C)(C)C3)cc1	9	2	-6	-0.8	6	-4	4.3	-7	-2	-11
O=S1(=O)CCOC[C@H](Cc2ccccc2)N1Cc1cccc(C(F)(F)F)c1	6	-12	-2	-0.2	23	4	-0.1	-7	-3	-3
Cn1c(=N)n(CC(=O)c2ccc(Br)s2)c2ccccc21	-4	1	-6	x	7	10	-0.8	-4	3	x
Cn1c(=O)c2c(ncn2CC(=O)Nc2ccc3c(c2)OCO3)n(C)c1=O	4	-5	-1	-1.9	10	-12	-2.0	-1	-4	-2
CNC(=O)Nc1cccc(-c2cc(-c3c(Cl)cccc3Cl)no2)c1	-3	-2	2	-2.1	-1	x	-0.4	15	-5	18
COCc1cc(C)n(CC(=O)NCc2ccccc2)c(=O)c1C#N	19	-2	-1	-1.5	9	-10	0.6	x	-7	-6
CNC(=S)N1N=C(c2ccccc2)CC1c1ccc(Br)cc1 (stereo unspecified)	1	1	x	0.7	6	6	-1.6	-5	-5	x
Cn1c(-c2sc3cc(C(F)(F)F)cnc3c2-c2cccnc2)n[nH]c1=S	-6	3	-4	0.5	4	x	2.4	-3	-10	-1
CCS(=O)(=O)/N=C(\N)c1ccccc1	3	-5	-1	-2.3	-3	-9	-2.6	-2	-6	-1
CC(C)c1ccc(S(=O)(=O)Nc2ccc(N3CCOCC3)cc2)cc1	0	-2	-2	-2.4	-3	0	-1.5	-1	1	0

Next compounds follow.
SMILES	V-ATPase pH	cardiac RTF act	CAL PDZ FP-1	CAL PDZ FP-2	Tat export inh	MITF act	CDK5 p35 inh	Rtt109 Vps75	dFosB activator	Wnt act
COCCn1c(=S)[nH]c2cc(C(=O)NCCCN3CCOCC3)ccc2c1=O	4	1	x	-2.5	-4	-3	1.6	7	-8	-3
O=C(COC(=O)/C=C/c1cccs1)NC(c1ccccc1)c1ccccc1	2	1	-8	-0.4	-5	13	0.1	0	10	x
O=C(O)c1sc2cc(C(F)(F)F)cnc2c1-c1ccccc1	3	-1	0	0.3	-4	-7	0.3	0	0	0
Cn1cncc1C#Cc1ccc2c(=O)c3ccccc3oc2c1	-10	5	-5	-2.1	-4	68	0.8	2	5	44*
CS(=O)(=O)c1cccc(C(=O)NCc2ccccc2)c1	-4	-4	2	-0.7	3	-1	1.1	3	-2	1
COc1ccc(Cc2nc3ccc(S(=O)(=O)N4CCOCC4)cc3[nH]2)cc1	-3	-3	-3	x	-2	5	0.1	-5	0	x
COc1ccc(OCC(=O)Nc2ccccc2Cl)cc1	5	-6	-4	-1.9	11	0	-1.9	1	-1	-1
COc1ccc(C(=O)Nn2cc3c(c2-c2ccccc2)c(=O)n(C)c(=O)n3C)cc1	0	-6	-3	-3.2	-3	5	-0.4	6	-16	x
CCCCn1c(N)c(N(CC(C)C)C(=O)C2CCN(c3ncnc4sc(C)c(C)c34)CC2)c(=O)[nH]c1=O	1	-7	0	-3.0	-11	7	-0.4	-1	6	-1
COc1ccc2c(c1)C(=NN)c1cc(OC)ccc1-2	-1	0	1	0.6	-5	-5	0.4	-2	-2	x
O=C(COC(=O)CCc1c[nH]c2ccccc12)Nc1ccccc1C(F)(F)F	-4	-7	0	0.4	-2	7	-0.4	13	-3	-2
CCOC(=O)c1cnc2c(C)cc(Cl)cc2c1N1CCN(C)CC1	-1	-2	-6	-1.9	3	11	1.1	-9	7	2
CCOC(=O)c1c(N)sc(C(=O)Nc2ccc3c(c2)OCO3)c1C	3	3	2	-2.7	-10	2	0.7	2	-9	-5
Clc1nnc(N/N=C/c2ccccc2)c2ccccc12	-3	2	x	-2.3	-2	15	-0.4	36	-12	x
NC(=O)N/N=C/c1sc(N2CCCCC2)nc1-c1cccs1	-3	3	4	0.2	4	33	2.0	2	-13	12
N#CCCN(C(=O)COC(=O)c1ccc2c(=O)n3c(nc2c1)CCC3)c1ccc(F)cc1	0	3	-9	-2.0	9	-5	1.3	-1	-11	-2
Nc1cccc(-c2cn3cccnc3n2)c1	-3	7	1	0.5	-9	12	1.6	3	-18	-1
Cc1cc(NC(=O)CC2CCCC2)n(-c2nc3ccccc3[nH]2)n1	0	-5	x	-3.7	1	x	-1.1	-12	-10	x
